Source: PubChem BioAssay (several laboratories)
GRK2 inh: compounds blocking aptamer binding on GRK2 – biochemical, human GRK2, bead flow cytometry, HTS, primary screen; FAM-aptamer displacement from GRK2; inhibition of aptamer binding, % at 10 µM; 0.59% of 330,000 active; AID 488847, 2010;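 active = inhibition of aptamer binding above 40%, roughly 3 SD of noise, on plates passing a quality check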;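 also: median bead fluorescence of bound FAM aptamer so fluorescent compounds give negative values; no value below 0 was filed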
Bcl-xL primary: inhibitors of human Bcl-xL, primary screen, biochemical, fluorescence polarization, HTS; 0.7% of 320,000 active; AID 2129, 2009; Bcl-2-like protein 1 (Homo sapiens), Q07817; GST-Bcl-xL / FITC-Bim BH3 peptide fluorescence polarization; inhibition, % at 10.9 µM;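 active = inhibition above the mean of all tested compounds plus 3 SD, cutoff set per campaign, cut at about 30% in these data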;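 also: 0% = DMSO wells and 100% = unlabeled Bim-BH3 peptide competitor; inhibitors lower millipolarization by displacing the labeled peptide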
Target sequence (Q07817 whole entry, looked up): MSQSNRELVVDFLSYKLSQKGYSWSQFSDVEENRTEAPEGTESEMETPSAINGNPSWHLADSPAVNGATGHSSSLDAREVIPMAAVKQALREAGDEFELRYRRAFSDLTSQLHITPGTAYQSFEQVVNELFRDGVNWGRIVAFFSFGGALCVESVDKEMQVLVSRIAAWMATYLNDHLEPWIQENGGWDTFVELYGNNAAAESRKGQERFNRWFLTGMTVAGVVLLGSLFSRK
VLA-4 inh: inhibition in human VLA-4 binding assay, primary screen, VLA-4 allosteric modulator project, MLPCN library, flow cytometry, VLA-4 expressing cells; ligand binding flow cytometry; 0.2% of 330,000 active; inhibition, % (about 7 µM as worked out from the volumes in the protocol); Integrin alpha-4 (Homo sapiens), P13612; in the data active = inhibition above about 50%
GLD-1 RNA inh: GLD-1/TGE RNA complex disruptors, primary screen, biochemical, fluorescence polarization. Female germline-specific tumor suppressor gld-1 (Caenorhabditis elegans), Q17339. purified GLD-1 + fluorescein TGE RNA. inhibition, % at 5.96 µM. 0.44% of 320,000 active. AID 2280, 2010;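 active = percent inhibition above a per-plate cutoff, the plate mean of test compounds plus 3 SD, cut at about 30% in these data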;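 also: 0% = DMSO wells with GLD-1 and probe and 100% = wells lacking GLD-1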
MEX-5 binding: MEX-5 zinc finger RNA-binding disruptors – biochemical, C. elegans, fluorescence polarization, MLPCN library, primary screen. MEX-5/FITC-TCR2 RNA binding; hits give low values. 0.38% of 300,000 active. activity score (negative = inhibition of binding), % at 10 µM. AID 1832, 2009. Zinc finger protein mex-5 (Caenorhabditis elegans), Q9XUB2;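 active = inhibition past about -25% in most replicates, and total fluorescence under double the plate's negative control median, limit read from the data; inconclusive = replicates evenly split on the limit, or fluorescence at least double controls; inactive = too little inhibition in most replicates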;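 also: 0% = DMSO and -100% = 5 µM competing unlabeled TCR2 RNA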
Target sequence (Q9XUB2 whole entry, looked up): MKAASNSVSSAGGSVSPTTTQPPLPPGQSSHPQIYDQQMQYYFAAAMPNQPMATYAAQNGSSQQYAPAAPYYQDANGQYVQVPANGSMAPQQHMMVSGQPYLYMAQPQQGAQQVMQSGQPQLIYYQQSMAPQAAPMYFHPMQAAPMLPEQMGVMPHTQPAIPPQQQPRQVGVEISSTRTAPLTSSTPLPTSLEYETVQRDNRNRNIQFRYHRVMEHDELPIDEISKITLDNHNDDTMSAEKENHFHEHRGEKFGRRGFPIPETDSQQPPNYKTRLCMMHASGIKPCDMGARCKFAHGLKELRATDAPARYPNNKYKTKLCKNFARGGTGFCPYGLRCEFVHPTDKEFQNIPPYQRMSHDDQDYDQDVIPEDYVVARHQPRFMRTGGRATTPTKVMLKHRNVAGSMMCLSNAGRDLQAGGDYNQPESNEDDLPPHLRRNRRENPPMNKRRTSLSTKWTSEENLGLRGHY
AGP1-GFP MLPCN: modulators of AGP1-GFP expression in yeast TOR pathway, primary screen, cell-based, multiplex flow cytometry, S. cerevisiae, MLPCN library; 3 h; GFP as percent of DMSO wells; GFP response vs DMSO, % at 10 µM; 0.02% of 320,000 active;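 active = GFP response relative to DMSO above a set limit, near screen average plus 3 SD, cut at about 150% in these data; inconclusive = fewer than 70 cells counted for the yeast strain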;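 also: median GFP channel fluorescence of the gated AGP1 strain per well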
MCL1-BIM inh: inhibitors of MCL1 binding to BIM-BH3, primary screen, biochemical, fluorescence polarization; 0.68% of 320,000 active; Induced myeloid leukemia cell differentiation protein Mcl-1 (Homo sapiens), Q07820; GST-MCL1 / FITC-Bim-BH3 fluorescence polarization; AID 2057, 2009; inhibition, % at 10.9 µM;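 active = inhibition above the mean inhibition of all tested compounds plus 3 SD, set per campaign, cut at about 40% in these data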;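 also: 0% = DMSO wells and 100% = unlabeled Bim-BH3 peptide control; higher means more loss of mP so more displacement of Bim peptide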
Target sequence (Q07820 whole entry, looked up): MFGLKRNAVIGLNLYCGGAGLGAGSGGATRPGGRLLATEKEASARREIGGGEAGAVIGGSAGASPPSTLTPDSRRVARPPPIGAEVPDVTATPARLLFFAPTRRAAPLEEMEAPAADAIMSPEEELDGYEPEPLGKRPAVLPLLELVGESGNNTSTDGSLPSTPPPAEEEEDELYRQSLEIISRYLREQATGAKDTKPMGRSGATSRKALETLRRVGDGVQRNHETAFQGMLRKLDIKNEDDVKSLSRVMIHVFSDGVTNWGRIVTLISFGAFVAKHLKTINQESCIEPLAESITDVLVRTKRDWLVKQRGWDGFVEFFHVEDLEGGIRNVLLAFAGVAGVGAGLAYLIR
CIT2 TOR yeast: modulators of CIT2-GFP expression in yeast, primary screen, S. cerevisiae, GFP fusion, multiplex flow cytometry, MLPCN library. S. cerevisiae CIT2-GFP strain, 3 h; 100 means same as DMSO wells. GFP response vs DMSO, % at 10 µM. 0.065% of 320,000 active. AID 2029, 2009;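 active = GFP response relative to DMSO above a set limit, near the screen mean plus 3 SD, cut at about 150% in these data; inconclusive = Fewer than 70 cells measured for a yeast strain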;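 also: ratio of well median GFP fluorescence to mean of DMSO wells on the plate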
Yeast superoxide: reduction of superoxide in aged yeast, primary screen, HTS; S. cerevisiae aged cells, superoxide DHE fluorescence; hits give low values; superoxide response (% of plate mean), % at 10 µM; 0.18% of 330,000 active; AID 2690, 2010;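 active = superoxide response under a set limit, about three screen SD below normal, cut at about 65% in these data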;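 also: yeast aged for seven days with compound at 30 °C before DHE staining; 100% = average MFI of all compound-treated wells on the plate with controls excluded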
Numbers without * were called inactive; i = inactive; ? = inconclusive; / = not tested or not shown; & = joins results of further samples.

Compound	GRK2 inh	Bcl-xL primary	VLA-4 inh	GLD-1 RNA inh	MEX-5 binding	AGP1-GFP MLPCN	MCL1-BIM inh	CIT2 TOR yeast	Yeast superoxide
CC(C)(C)CC(C)(C)NC(=S)N1CCN(Cc2ccc3c(c2)OCO3)CC1	0.0	4.2	3.5	0.0	-0.2	89.5	2.4	102.0	90.3
COc1cc2c(cc1NC(=O)C(C)Sc1nc3ccccc3n1C)oc1ccccc12 (stereo not given)	2.0	-5.0	-37.0	-3.7	-3.7	98.3	-4.1	102.0	81.7
Cc1ccc(N(CC(=O)NCc2ccc(F)cc2)C(=O)c2csnn2)cc1C	0.0	-0.3	-3.4	8.0	3.5	83.4	9.6	91.2	95.1
COc1cc(/C=C2/CCc3ccccc3C2=O)cc(OC)c1OC	0.0	5.5	9.3	6.5	0.6	97.4	6.5	90.4	93.9
O=S1(=O)N[C@@H](CC2=CCCCC2)C2CCCCC2O1 (stereo not given in full)	1.0	4.3	-11.9	-2.2	-0.1	91.2	-5.6	91.7	105.8
O=C(c1cc(-c2ccco2)nn1-c1cccc(Cl)c1)N1CCCCC1	4.0	3.1	-6.9	-5.6	2.0	/	69.6*	90.2	100.7
N#Cc1ccc(OCC(=O)N(C2CCCCC2)C2CCS(=O)(=O)C2)cc1 (stereo not given)	4.0	5.8	-8.4	4.7	/	104.5	4.0	106.2	89.0
CNC(=O)c1ccc(Oc2ccc(C(=O)NC)cc2)cc1	2.0	1.4	11.8	9.9	-0.6	74.8	0.5	110.6	99.1
O=C(C1CC(=O)N(C2CCCC2)C1)N1CCN(c2ccccc2)CC1 (stereo not given)	1.0	8.0	-4.1	2.3	-2.7	97.9	-0.6	101.0	113.6
CC1CC(C)CN(S(=O)(=O)N2CCCC(C(=O)NCCCN3CCCCC3C)C2)C1 (stereo not given)	0.0	5.7	-1.6	-4.0	1.4	101.9	5.8	105.2	92.9
O=C(O)CSc1cc(C(F)(F)F)nc(-c2ccccn2)n1	7.0	-3.3	14.1	4.3	-6.3	99.7	5.1	102.2	107.0
Cc1ccc(S(=O)(=O)N(CC(=O)NCc2ccco2)Cc2ccc(F)cc2)cc1	4.0	0.0	5.7	1.1	-1.6	108.8	1.7	96.7	104.0
CC(C)CC(=O)N/C(N)=N/c1nc2ccccc2s1	0.0	2.6	-1.7	8.4	3.0	96.2	1.1	104.8	96.1
CC(C)(C)Cc1nnc(NS(=O)(=O)c2ccc([N+](=O)[O-])cc2)s1	57.0*	8.0	-6.7	-0.5	1.1	94.1	1.6	93.1	96.3
CCOc1ccc(Nc2nc3ccccc3n3cnnc23)cc1	0.0	-3.4	/	10.8	1.0	89.1	-0.3	84.5	129.2
CNC(=S)N1CCC(Cc2ccccc2)CC1	0.0	/	6.0	/	2.4	84.0	/	83.1	87.2
CCN(Cc1nc2ccccc2c(=O)[nH]1)Cc1nc2ccsc2c(=O)[nH]1	2.0	3.2	1.8	-6.0	2.9	95.3	1.4	96.6	118.2
S=C1N(c2ccccc2)CN(C2CCCCC2)CN1c1ccccc1	5.0	4.7	0.4	3.5	-0.7	90.8	10.4	88.2	100.1
CC(=O)N1c2ccc(S(=O)(=O)N3CCCC3)cc2CC1C(=O)NCc1ccc(N(C)C)cc1 (stereo not given)	1.0	1.6	4.5	2.1	3.0	100.7	2.0	99.2	112.9
CCCNC(=O)/C=C/c1ccc(C(C)C)cc1	0.0	2.7	3.5	0.8	-0.1	?	0.8	?	115.4
Nc1nc(NCc2ccco2)nc(NC2CCCCC2)c1[N+](=O)[O-]	2.0	-3.6	3.0	4.5	3.4	97.4	1.4	86.4	109.2
CC(C)NCC(O)c1ccc2ccccc2c1 (stereo not given)	0.0	1.9	-3.1	2.8	/	87.5	7.5	83.0	94.8
CC(C)CNC(=O)C1Nc2ccc(OC(F)(F)F)cc2C2C=CCC12 (stereo not given)	1.0	6.2	-6.9	4.3	0.5	80.3	6.1	83.0	91.7
c1ccc(-c2n[nH]c(-c3ccccn3)n2)nc1	0.0&1.0	-2.2&-0.8	2.8&6.5	-3.1&-0.8	1.0&1.1	?	2.9&0.8	?	88.2&92.8
CN(C)c1ccc(/C=C/C(=O)c2cc(Cl)ccc2O)cc1	1.0	24.8	i	5.1	1.8	96.1	10.8	104.2	94.7

(continued)
Compound	GRK2 inh	Bcl-xL primary	VLA-4 inh	GLD-1 RNA inh	MEX-5 binding	AGP1-GFP MLPCN	MCL1-BIM inh	CIT2 TOR yeast	Yeast superoxide
CCCOC(=O)c1cc2ccccc2oc1=O	0.0	3.3	13.5	-2.8	-0.6	94.8	0.4	96.9	112.2
C[C@@H]1O[C@@H](O[C@H]2[C@H](O)[C@@H](O)[C@H](Oc3c(-c4ccc(O)c(O)c4)oc4cc(O)cc(O)c4c3=O)O[C@@H]2CO)[C@H](O)[C@H](O)[C@H]1O	0.0	16.2	0.0	-1.9	/	100.4	18.2	102.5	93.7
CCCOc1ccc2c(=O)c(-c3cc(C(=O)OC)oc3C)c(C)oc2c1	11.0	-9.7	-8.3	6.7	2.2	103.7	-11.4	103.5	102.2
O=C(Nc1cccnc1)C1(c2ccc(Cl)cc2)CCCC1	3.0	6.6	6.7	-2.5	-0.5	96.8	1.6	96.1	108.8
O=C(NCc1ccccn1)c1cc(Cl)ccc1OCc1ccccc1	0.0	-2.1	13.6	7.5	-1.7	90.7	4.5	92.4	68.7
O=C(c1n[nH]c(=O)c2ccccc12)N1CCOCC1	4.0	-0.6	6.2	4.6	0.6	98.3	2.3	111.1	94.2
COc1ccc(C(=O)/C(C#N)=N/Nc2ccccc2[N+](=O)[O-])cc1	0.0	2.0	-0.2	6.5	-4.2	97.5	-3.0	100.8	113.9
COCCN(C(=O)CC1CCCCC1)c1c(N)n(CC(C)C)c(=O)[nH]c1=O	6.0	2.9	14.9	1.8	/	100.6	1.4	95.0	111.0
O=C1N(c2ccccc2)c2ccccc2C1(O)C(F)(F)F (stereo not given)	0.0	3.9	-7.7	0.7	-2.3	102.3	1.9	105.7	98.3
COc1ccc(NC(=O)Cc2c(O)c3ccccc3[nH]c2=O)cc1	1.0	4.2	16.9	-7.3	2.2	85.3	0.7	85.1	87.9
COc1ccc(NS(=O)(=O)c2cccc(-c3n[nH]c(=S)n3Cc3ccccc3)c2)cc1	0.0	-26.2	15.4	-10.8	4.7	109.6	-12.6	109.4	106.2
Cc1ccc(CNC(=O)CCS(=O)(=O)c2ccc(Br)s2)cc1	8.0	2.7	18.0	2.4	-1.3	106.1	0.0	109.6	104.1
CCCCCCc1nc(C(N)=O)c2[nH]c(=O)n(-c3ccc(OCC)cc3)c2n1	0.0	-0.9	-5.5	4.3	1.5	96.6	-4.0	104.0	112.9
CCCN(CCC)c1nc(-c2ccccn2)nc2ccccc12	0.0	/	13.1	/	22.6	97.3	/	105.6	102.5
CN(C(=O)COC(=O)c1n[nH]c(=O)c2ccccc12)c1ccccc1	5.0	5.3	5.9	-4.2	/	105.2	3.4	94.6	85.9
N#Cc1cc2c(nc1SCC(N)=O)CCCCC2	2.0	-3.0	19.8	-1.0	-0.3	100.3	-2.1	107.5	95.3
COc1ccc(CCNC(=O)CC2C(=O)NCCN2CC(C)(C)C)cc1 (stereo not given)	2.0	9.1	-2.7	8.8	-2.5	102.6	10.3	100.2	95.4
CCC(C)c1ccc(OCC(=O)Nc2ccc3c(c2)C(=O)NC3=O)cc1 (stereo not given)	0.0	2.6	8.8	2.3	0.3	107.3	6.5	111.0	104.6
N#CC(Cc1cccc(CC(C#N)(c2ccccc2)c2ccccc2)c1)(c1ccccc1)c1ccccc1	0.0	1.5	36.4	4.4	3.9	74.6	0.4	68.5	96.4
CSc1ccccc1NC(=O)CN(C)C(=O)Cc1c(F)cccc1Cl	5.0	5.2	8.6	2.2	0.7	101.1	3.8	93.6	110.6
COc1ccc(NC(=O)COC(=O)c2ccc(S(=O)(=O)N(C)c3ccccc3OC)cc2)cc1OC	1.0	-7.5	9.1	7.6	0.2	?	-5.0	98.9	73.9
O=C(Cc1ccc(Cl)cc1)N/N=C/c1cccs1	0.0	2.1	17.9	0.4	-1.2	96.8	8.4	105.2	100.2
CC(=O)N1c2ccccc2C(C)=CC1(C)C	4.0	3.3	-0.1	-0.7	-1.1	105.7	1.0	105.8	109.2
CC(=O)C(C(C)=O)c1cc(NS(=O)(=O)c2ccccc2)ccc1NS(=O)(=O)c1ccccc1	1.0	11.0	-1.6	11.6	-4.4	105.2	9.0	104.7	97.3
Cc1c(-n2c(-c3ccccc3)nc3ccccc3c2=O)c(=O)n(-c2ccccc2)n1C	4.0	5.6	-3.9	-6.7	1.1	92.5	3.7	100.3	106.5

Continued:
Compound	GRK2 inh	Bcl-xL primary	VLA-4 inh	GLD-1 RNA inh	MEX-5 binding	AGP1-GFP MLPCN	MCL1-BIM inh	CIT2 TOR yeast	Yeast superoxide
O=C(N/C(=C/c1cccnc1)C(=O)N1CCOCC1)c1ccco1	2.0	-1.5	11.8	-6.8	-2.7	115.8	3.5	104.2	105.0
Cc1ccc2oc(C(=O)N3CCC(O)(c4cccc(C(F)(F)F)c4)CC3)c(C)c2c1	0.0	1.0	1.5	17.2	-1.9	93.8	-0.6	88.4	106.4
CN(C)c1cc[n+](CC(=O)Nc2ccc(OC(F)F)cc2)cc1	0.0	-12.7	0.3	-3.4	/	106.9	-18.9	98.8	98.8
O=C(COc1cccc2cccnc12)N/N=C1\SCC(=O)N1Cc1ccccc1	0.0	1.9	11.7	-0.6	-0.4	98.5	-7.2	89.1	110.8
O=C(OCC(=O)N1CCOCC1)c1ccccc1Br	0.0	5.6	-5.4	2.5	-1.2	97.4	5.0	104.1	112.2
COc1ccc(OC)c(NC(=S)NCCCN2CCOCC2)c1	3.0	-3.4	19.3	1.7	1.9	/	3.8	/	88.6
Cc1ccc(-n2c(Cc3cccn3C)nnc2SCC(=O)Nc2cc(C)on2)cc1	0.0	6.6	-6.7	-5.6	-1.0	110.5	1.2	114.8	91.0
O=S(=O)(c1ccccc1)c1nc(NCc2cccnc2)sc1Cl	1.0	-3.2	6.9	-1.2	-2.2	113.8	-2.3	109.4	106.2
O=C(CSc1ccc([N+](=O)[O-])cn1)Nc1nccs1	0.0	5.3	6.8	8.6	-0.4	98.2	-5.4	100.4	118.0
CCN(CC)C(=O)c1ccc(-c2ccccc2)cc1	0.0	7.0	8.0	-2.0	-3.5	100.4	2.1	96.2	96.3
O=C(CCN1C(=O)[C@@H]2Cc3ccccc3CN2C1=O)Nc1cccc(F)c1	0.0	0.7	9.7	3.2	-2.3	102.2	6.0	104.3	84.1
CS(=O)(=O)c1ccc(C(=O)NC2CCOC2=O)cc1 (stereo not given)	1.0	5.9	-2.9	3.3	1.4	102.0	-0.3	102.2	90.3
CC(C)N(Cc1ccccc1)C(=S)Nc1ccccc1F	0.0	5.8	-5.6	2.0	1.4	95.5	7.8	85.9	96.6

Rows are unselected; about 2.1% have a hit in one of these screens.
